HTT aggregate: reduces HttQ103-GFP aggregates in PC12 cells; hit rate 1.1% among 220,000; Potency, µM (titrated, usually from 46.1 µM), for inactives: at the highest dose activity change, negative = inhibition, most hits filed as inhibitors; AID 1688; PC12 HttQ103-GFP aggregates, Acumen cytometry, 40 h; also: % is scaled to controls: 0 for no effect and ±100 for the full control effect; nearly all actives have a fitted effect of over 60% in size
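Inducible Q103 Huntingtin exon 1–GFP PC12 line, 1500 cells/well in phenol red free DMEM with 5% equine and 5% calf serum. Tebufenozide 100 nM induced expression; compounds titrated; aggregates quantified by cytometry.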
IMPase Li cell: membrane-permeable IMPase blocker, potentiated with lithium | CHO-M1 cells, IP1 TR-FRET (IP-One), carbachol + lithium | Potency, µM (series often up to 59.4 µM), inactives show at the top dose activity, negative = IMPase inhibition, actives largely listed as inhibitors | hit rate 0.35% among 210,000;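 also: IP1 builds up when IMPase is blocked and the TR-FRET signal falls; plate controls were basal vehicle for no effect and high inhibitor control for full effect; nearly all actives have a fitted effect of over 50% in size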
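Lithium-sensitised IP1 accumulation assay; M1-expressing CHO cells treated 30 min at 37C with compound. Competitive antibody detection by time-resolved FRET followed a 10 min room-temperature lysis step.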
HTT cytoprotect: cytoprotection in Huntington HTT-Q103 PC12 cell model; PC12 HTT-Q103 induced, cytoprotection, ATP luminescence, 40 h; Potency, µM (doses to about 56.4 µM), for inactives: cytoprotection (ATP increase), hits mostly activators; hit rate 0.14% among 230,000; AID 1471;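 also: % of control where 0% means no effect; nearly all actives have a fitted effect of over 45% in size; toxic huntingtin expression switched on by the ecdysone agonist tebufenozide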
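Rat PC12, Q103 Htt exon1-GFP fusion, ecdysone promoter; tebufenozide inducer 100 nM final; compound titration; qHTS, 1500 cells/well; ATPlite luminescent read.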
GoLoco inh red: inhibitors of human Gai1-RGS12 GoLoco interaction (red fluorophore); P63096; Gai1:RGS12 GoLoco peptide FP, rhodamine, 10 min; Potency, µM (doses to about 61.6 µM), inactives show at the top dose activity, negative = inhibition, actives largely listed as inhibitors; hit rate 0.44% among 230,000; AID 880; active = well fitted inhibition curve with a large enough effect, not every such curve was filed as active; inactive = no such curve, though single readings can be large or run the other way; also: % is scaled to controls: 0 for no effect and ±100 for the full control effect; nearly all actives have a fitted effect of over 30% in size; many of its hits are not listed in these tables
Target sequence (P63096 whole entry, looked up): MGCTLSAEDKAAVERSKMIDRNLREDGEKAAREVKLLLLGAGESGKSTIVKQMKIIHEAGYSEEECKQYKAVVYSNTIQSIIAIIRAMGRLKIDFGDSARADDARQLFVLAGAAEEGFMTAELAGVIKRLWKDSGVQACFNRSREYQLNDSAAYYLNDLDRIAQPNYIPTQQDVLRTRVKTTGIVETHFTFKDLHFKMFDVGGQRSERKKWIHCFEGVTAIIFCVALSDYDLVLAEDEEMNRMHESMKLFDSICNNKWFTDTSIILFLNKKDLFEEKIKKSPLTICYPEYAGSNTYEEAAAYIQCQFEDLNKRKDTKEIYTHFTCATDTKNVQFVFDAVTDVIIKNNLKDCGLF
GAA spleen mod: lysosomal alpha-glucosidase (human) modulation; Potency, µM (highest dose often 79.9 µM), without a hit: top-dose activity change, negative = inhibition, hits mostly inhibitors; human spleen homogenate, 4-MU-alpha-glucoside fluorescence; P10253; AID 2112; hit rate 0.006% among 240,000;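 also: 0% = enzyme with vehicle and -100% = no enzyme basal signal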
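Enzyme source: human spleen homogenate, 1 ug/well. Buffer 50 mM citric acid/K phosphate pH 5.0, 0.01% Tween-20. 4-MU-alpha-glucoside 1 mM; 37 C x 40 min; NaOH/glycine stop; fluorescence.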
GAA glycogen mod: inhibitors or activators of human alpha-glucosidase glycogen cleavage | AID 2100 | P10253 | recombinant GAA, glycogen substrate, Amplex Red glucose oxidase fluorescence | Potency, µM (doses to about 76.4 µM), inactives show at the highest dose activity change, negative = inhibition, usual class: inhibitors | hit rate 0.38% among 300,000;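 also: 0% = full enzyme reaction and -100% = no-enzyme basal signal; the screen sought inhibitors and activators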
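Recombinant human enzyme (4 nM); glycogen substrate; 37 C, 40 min, pH 5.0. Readout: coupled glucose oxidase/Amplex Red fluorescence.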
GAA inhib: alpha-glucosidase (human) inhibition. P10253. purified human GAA, 4-MU-alpha-glucoside fluorescence. Potency, µM (doses to about 76.9 µM), without a hit: top-dose activity change, negative = inhibition, hits mostly inhibitors. hit rate 0.005% among 200,000. AID 1466;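 also: plate controls were uninhibited enzyme wells for no effect and no-enzyme background for full effect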
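Enzyme (4 nM final) mixed with compound (up to 77 uM), then 4-MU-alpha-D-pyranoside (400 uM final) added; 20 min at room temperature, pH 5.0. Reaction stopped at pH 10, fluorescence read, AC50 derived by Hill fit.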
An asterisk follows results filed as active; ? = inconclusive; . = no result given; & = joins results of further samples; [ ] = remark or other dose. Unless noted, calls follow the shape of the dose curve; as a rule, active = well fitted curve in the direction sought with a large enough effect; inconclusive = small, poorly fitted or top-dose-only effect, or another doubt; inactive = no such curve, though single readings can be large; an effect the other way counts as inactive or inconclusive. Potency is read from the fitted curve at half-maximal effect. These rows are one share of the data (hit frequency here may not be typical).

Below each compound: GAA inhib	GAA glycogen mod	GAA spleen mod	HTT cytoprotect	GoLoco inh red	HTT aggregate	IMPase Li cell
- O=C(c1cccc(F)c1)N1CCN(S(=O)(=O)c2ccccc2)CC1
  -6%	2%	-9%	8%	-2%	9%	-5%[38.3 µM]
- CCN(CC)S(=O)(=O)c1ccc(OCC(=O)NCc2ccccc2)cc1
  -1%	6%	-2%	-21%	7%	-5%	6%[38.3 µM]
- Cc1ccc(NC(=O)CC2SC3=NCCCN3C2=O)c(C)c1 (stereo not drawn)
  1%	-5%	-17%	-10%	-8%	8%	18%[38.3 µM]
- CCCCCCCCCCCCCCCCCCOC[C@H](COP(=O)([O-])OCC[N+](C)(C)C)OC(C)=O
  .	.	-2%&7%	-18%&15%	3%&-6%	.	-3%&1%
- O=C(NC1CC2CCCC(C1)N2S(=O)(=O)c1ccccc1)C1CCCCC1 (stereo not drawn)
  -9%	?	-8%	-16%	5%	-4%	8%[38.3 µM]
- COc1ccccc1C(CC(=O)Nc1nccs1)c1ccco1 (stereo not drawn)
  -10%	-18%	-14%	-12%	0%	10%[9.22 µM]	3%[38.3 µM]
- Cc1cccc(CN2CCN(Cc3nc4c(s3)CCCC4)CC2CCO)n1 (stereo not drawn)
  3%	12%	-2%	-8%	16%	-15%	.
- c1coc(Cn2c(SCc3nc4ccccc4[nH]3)nnc2-c2cnccn2)c1
  -1%	8%	3%	-2%[0.074 µM]	10%	-28%	6%[38.3 µM]
- N#CC(C(=O)NCc1ccccc1)c1nc2ccccc2nc1N1CCCC1 (stereo not drawn)
  -6%	-4%	5%	-2%[10 µM]	46%[activator]	-14%	-24%[38.3 µM]
- COc1ccc(CCNC(=O)CSc2nnc(-c3cccc(F)c3)o2)cc1OC
  -17%	3%	-2%	-24%[10 µM]	15%	13%	-9%[38.3 µM]
- CC(CCc1ccccc1)NC(=O)c1ccc(NC(=O)c2ccccc2)cc1 (stereo not drawn)
  0%	0%	0%	-7%[10 µM]	.	4%	.
- CCOC(=O)c1c(N2C(=O)C3C4C=CC(O4)C3C2=O)sc2c1CCCC2 (stereo not drawn)
  -6%	1%	-2%	-17%	-22%	25%	-12%[38.3 µM]
- C[C@@H]1CCC[C@@]2(O[C@H](CCO)C[C@@H](O)[C@@H]2O)O1
  7%	4%	-7%	.	5%	11%	4%
- CC1(C2CC2)NC(=O)NC1=O (stereo not drawn)
  -6%	11%	1%	-1%	8%	2%	10%[38.3 µM]
- CC(=Nc1ccccc1)C1=C(O)CSC1=O
  1%	6%	1%	7%	14%	4%[9.22 µM]	3%[38.3 µM]
- Cc1cccc(C(=O)Nc2onc(C)c2C#N)c1
  -3%	12%	1%	-21%	-6%	-7%	8%[38.3 µM]
- CCOC(=O)C1=C(C)N=c2s/c(=C/c3ccccc3)c(=O)n2C1c1ccc(OC)c(OC)c1 (stereo not drawn)
  2%	11%	-5%	-5%	11%	21%	11%[38.3 µM]
- CCn1nc(C)c(/C=N/NC(=O)c2ccoc2C)c1C
  3%	0%	-7%	-28%	11%	23%	-16%[38.3 µM]
- CCCCOC(=O)/C(=C\c1ccc([N+](=O)[O-])o1)NC(=O)c1ccccc1
  1%	1%	2%	-6%[10 µM]	21%	11%	2%
- O=S(=O)(NC1=NCCCCC1)c1ccc(Cl)cc1
  -2%	4%	1%	-22%	3%	6%	-4%
- O=C(CSc1ccc(Cl)cc1)Nc1ccc(N2CCN(C(=O)c3ccc(Cl)cc3)CC2)cc1
  -2%	0%	3%	-8%	-8%	-4%	6%[38.3 µM]
- COC(=O)c1cn[nH]c1NC(=S)Nc1ccc(C)cc1Cl
  -6%	1%	-7%	-52%[inhibitor][10 µM]	-8%	?	3%[38.3 µM]
- CCOC(=O)N1CCN(C(=O)CSc2ccc(-c3ccccc3OC)nn2)CC1
  -5%	4%	.	-3%	1%	-11%	-2%
- C=CCc1ccc(OCc2ccc(C(=O)OC)o2)c(OC)c1
  5%	-1%	-1%	-21%	0%	-16%	12%[38.3 µM]
- COc1cccc(CC2(CO)CCN(C(=O)NC3CCCCC3)CC2)c1
  -2%	-12%	-12%	3%[10 µM]	0%	16%[9.22 µM]	5%
- COc1ccc(NC(=O)CN(Cc2ccccc2)S(C)(=O)=O)cc1
  1%	-12%	-8%	1%[10 µM]	7%	8%	0%[38.3 µM]
- CCCCC/C=C\C=C\[C@@H](O)CCCCCCCC(=O)O
  .	.	-1%	-19%	7%	.	7%
- N#C/C(=C\c1c[nH]c2ccccc12)C(=O)c1ccc(O)c(O)c1
  .	.	6%	9%[1.9 µM]	-7%	.	35%[activator]
- O=C1CC(c2ccsc2)Sc2ccccc2N1 (stereo not drawn)
  -1%	-7%	-6%	-8%[10 µM]	-1%	-13%[9.22 µM]	.
- CCC(Sc1nc(-c2cccc(OC)c2)c(C#N)c(=O)[nH]1)C(=O)Nc1nnc(C(C)C)s1 (stereo not drawn)
  0%	-12%	3%	12%[10 µM]	2%	0%[9.22 µM]	-12%
- CS(=O)(=O)N1CCC2(CC1)CN(C(=O)Nc1ccccc1)C2
  .	.	4%	-31%[inhibitor]	-3%	.	-5%
- COC(=O)c1ccc(NC(=O)C(=O)N2CCN(C(=S)Nc3ccc(C)cc3)CC2)cc1
  ?	-6%	6%	-1%[10 µM]	1%	11%	2%
- CC(=O)Oc1ccc(N2C(=O)CC(N3CCOCC3)C2=O)cc1 (stereo not drawn)
  ?	0%	-2%	1%[10 µM]	-4%	5%	-21%[38.3 µM]
- FC(F)(F)c1cc(-c2ccc3c(c2)OCO3)nc(NCc2ccco2)n1
  -11%	-9%	-1%	-9%	6%	-22%	7%[38.3 µM]
- COCCCn1c(=O)/c(=C\c2ccccc2OC(F)F)s/c1=C(/C#N)C(=O)NC(C)C
  -12%	-8%	2%	-10%[1.9 µM]	17%	29%	-3%
- Cc1nc2cc(NC(=O)CSc3nc4c(C)cccc4cc3C#N)ccc2s1
  -6%	14%	1%	3%	19%	9%	11µM*
- O=C1OCCC1Sc1nc2ccccc2s1 (stereo not drawn)
  -8%	2%	-17%	17%	-18%	2%	14%[38.3 µM]
- COc1ccc(NS(=O)(=O)c2ccc(N3CCOCC3)c(NC(=O)C(C)C)c2)cc1
  1%	4%	-9%	-20%	16%	-18%	-3%
- Cc1cc[n+](-c2[nH]c(=O)sc2/C=N/N=C(\[O-])c2ccccc2)cc1C
  -12%	0%	-12%	-50%[inhibitor]	4%	22%	13%
- CC(Oc1ccccc1F)C(=O)Nc1ccc2ccccc2c1 (stereo not drawn)
  1%	-10%	-1%	-11%[10 µM]	-4%	11%	1%
- CCC(C)NC(=O)C1c2ccccc2C(=O)N1Cc1ccc(OC)cc1OC (stereo not drawn)
  -3%	2%	-2%	0%	1%	4%[9.22 µM]	28%[38.3 µM]
- C#CCSc1nncn1C(=O)/C=C/c1ccccc1
  0%	6%	-10%	-8%	-7%	-7%	-13%[38.3 µM]
- NC1=NCC2c3ccccc3Cc3ccccc3N12 (stereo not drawn)
  .	.	-1%	13%	.	-1%	.
- Cc1ncsc1CCC(=O)N1CCCC(C(=O)c2ccc3c(c2)OCO3)C1 (stereo not drawn)
  9%	13%	-4%	.	7%	.	7%
- O=C(c1ccc(Cn2cc(Cl)cn2)cc1)N1CCN(c2ccccc2)CC1
  -2%	1%	-9%	-5%[0.074 µM]	-2%	11%	-8%[38.3 µM]

Reprinted from above (three entries):
Below each compound: GAA inhib	GAA glycogen mod	GAA spleen mod	HTT cytoprotect	GoLoco inh red	HTT aggregate	IMPase Li cell
- FC(F)(F)c1cc(-c2ccc3c(c2)OCO3)nc(NCc2ccco2)n1
  -11%	-9%	-1%	-9%	6%	-22%	7%[38.3 µM]
- COCCCn1c(=O)/c(=C\c2ccccc2OC(F)F)s/c1=C(/C#N)C(=O)NC(C)C
  -12%	-8%	2%	-10%[1.9 µM]	17%	29%	-3%
- Cc1nc2cc(NC(=O)CSc3nc4c(C)cccc4cc3C#N)ccc2s1
  -6%	14%	1%	3%	19%	9%	11µM*

More records follow:
Below each compound: GAA inhib	GAA glycogen mod	GAA spleen mod	HTT cytoprotect	GoLoco inh red	HTT aggregate	IMPase Li cell
- CCCCC1=NN(C(=O)c2cocc2C)C(O)(C(F)(F)F)C1 (stereo not drawn)
  7%	-8%	-6%	25%[10 µM]	3%	-4%	4%
- Cc1nc(NC(=O)CSc2nncs2)c(Cl)cc1Cl
  .	1%	5%	1%[10 µM]	2%	-8%[9.22 µM]	.
- O=C1CCCC(=O)N1c1ccc(NCCOCCO)c([N+](=O)[O-])c1
  -7%	-3%	-3%	-21%	2%	-13%	0%
- Cc1cc(C)c2nc(C)cc(Nc3ccc(C(=O)NCCO)cc3)c2c1
  2%[15.4 µM]	3%	-4%	11%[10 µM]	7%	8%[9.22 µM]	.
- CCc1nnc(NC(=O)CN2C(=O)c3ccccc3S2(=O)=O)s1
  -3%	2%	-2%	6%	2%	-13%	39%[38.3 µM]
- COc1ccc(NC(=S)N2CCCC2c2ccc(OC)c(OC)c2)cc1 (stereo not drawn)
  2%	3%	-6%	-27%	8%	6%	-1%
- CCC(=O)Nc1cc(OC)cc(OC)c1
  -4%	26%	6%	.	-5%	-11%	2%
- CCOc1ccc(C(C)=O)cc1COc1ccc(-n2cnnn2)cc1
  -13%	5%	3%	-29%	-21%	5%	41%[activator][38.3 µM]
- CCOc1cc(CNCCCN2CCOCC2)ccc1OCC(=O)Nc1cccc2ccccc12
  -10%	5%	-1%	-29%	3%	?	4%[38.3 µM]
- COc1ccc(/C=C(\NC(=O)c2ccccc2)C(=O)NCCC(=O)O)cc1
  -1%	13%	-3%	15%[10 µM]	13%	-5%[9.22 µM]	4%
- CCc1cccc(C)c1NC(=O)CSc1nnc(-c2cc3cc(Br)ccc3o2)n1CC
  -15%	1%	-12%	-13%[10 µM]	8%	6%	15%[38.3 µM]
- Cc1ccc(OCC(=O)O/N=C(\N)c2ccccn2)cc1C
  .	2%	-2%	-2%[10 µM]	8%	14%[9.22 µM]	.
- Cc1ccccc1NC(=O)Cc1nc(CSc2nnc(C3CCCCC3)n2N)cs1
  2%	-8%	1%	12%	-4%	1%	4%[38.3 µM]
- O=C1CCCC2[C@@H]3CCC[N@+]4([O-])CCC[C@H](CN12)C34 (stereo partly drawn)
  .	.	3%	-25%	3%	.	6%
- COc1ccc(CCNCC2C(Oc3ccc(Cl)cc3)C(=O)N2c2ccccc2C)cc1OC (stereo not drawn)
  -4%	-17%	-5%	-33%	2%	-15%	8%
- O=C(NCc1ccccc1Cl)C1CCN(S(=O)(=O)N2CCOCC2)CC1
  -1%	-1%	3%	-13%	-5%	-30%	0%
